# Screening data as filed in PubChem.
# FXIIa single: blocks human coagulation factor XIIa activity; hit rate 0.2% among 33,000; purified human FXIIa, AMC substrate fluorescence, 2 h; inhibition, % at 10 µM; P00748; in the data active means inhibition above about 30%;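 further: 0% = enzyme with vehicle only and 100% = no enzyme blank; many of its hits are not listed in these tables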
# FXIa inh: inhibitors of human coagulation factor XIa; AID 687; P03951; hit rate 0.3% among 33,000; inhibition, % at 10 µM; purified human FXIa, fluorogenic AMC substrate cleavage;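 active means inhibition above 40% in the primary screen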;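 further: 0% = enzyme without compound and 100% = blank wells lacking enzyme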
# Target sequence (P03951 19-387 limits assumed): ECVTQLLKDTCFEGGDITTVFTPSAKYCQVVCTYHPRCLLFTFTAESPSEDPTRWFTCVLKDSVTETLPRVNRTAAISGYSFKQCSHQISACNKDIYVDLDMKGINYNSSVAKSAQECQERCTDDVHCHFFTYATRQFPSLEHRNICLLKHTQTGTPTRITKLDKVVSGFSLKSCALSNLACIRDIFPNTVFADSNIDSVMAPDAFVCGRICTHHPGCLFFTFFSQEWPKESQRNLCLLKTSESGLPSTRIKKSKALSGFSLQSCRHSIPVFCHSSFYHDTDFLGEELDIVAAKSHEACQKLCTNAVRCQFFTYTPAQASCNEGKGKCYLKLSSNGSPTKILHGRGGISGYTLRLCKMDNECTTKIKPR
# Target sequence (P03951 388-625 limits assumed): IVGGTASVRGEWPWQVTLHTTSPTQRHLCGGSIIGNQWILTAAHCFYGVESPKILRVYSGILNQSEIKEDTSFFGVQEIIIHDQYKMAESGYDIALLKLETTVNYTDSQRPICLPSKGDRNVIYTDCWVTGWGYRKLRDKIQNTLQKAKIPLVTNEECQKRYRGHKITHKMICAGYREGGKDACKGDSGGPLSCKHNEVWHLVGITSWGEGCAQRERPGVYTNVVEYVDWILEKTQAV
# * hit, by the source's call. These rows are one share of the data; count on the stated rates, not on these rows.
SMILES	FXIIa single	FXIa inh
COc1ccc(NC(=O)C(C)N2c3cccc4cccc(c34)S2(=O)=O)cc1OC (stereo not given)	-15	-1
CC1CCCN(S(=O)(=O)c2ccc(C(=O)Nc3nnc(-c4ccccc4Cl)o3)cc2)C1 (stereo not given)	23	3
CC(C)OC(=O)c1c2nc3ccccc3nc2n2c1[nH]c(=O)c1ccccc12	-3	1
NC(=O)COc1c(-c2ccccc2)oc2ccccc2c1=O	-1	1
CC1(C)CC(NCc2ccc3c(c2)OCO3)CCO1 (stereo not given)	2	9
COc1ccc(S(=O)(=O)N(C)c2ccc(C(=O)NCCC(C)C)cc2)cc1	9	-5
O=C(NC(Cc1c[nH]c2ccccc12)C(=O)O)c1ccco1 (stereo not given)	6	-6
CCOc1cc(S(=O)(=O)N2CCCCC2)ccc1F	13	2
CCCCOC(=O)n1c(=S)oc2cc(Cl)ccc21	9	-9
O=C(c1cc2c(s1)-c1ccccc1OC2)N1CCN(c2ccccc2)CC1	1	5
COc1ccc(NC(=O)C2C3C=CC(C3)C2C(=O)NCc2ccccn2)c(OC)c1 (stereo not given)	6	5
COc1ccc(NC(=O)Cn2cc(C(=O)c3ccco3)c3ccccc32)cc1	12	4
CC(=O)N(C)c1ccc(OCC(O)CN(Cc2ccco2)S(=O)(=O)c2ccc(C)cc2)cc1 (stereo not given)	4	5
O=C(CC1NCCNC1=O)Nc1ccc2c(c1)OCO2 (stereo not given)	8	-5
CC1CCN(C(=O)c2ccc(S(=O)(=O)N(C)C)cc2)C(C)C1 (stereo not given)	8	-7

SMILES	FXIIa single	FXIa inh
Cc1ccc(Cn2nnc3c(=O)n(CC(=O)NCc4ccc5c(c4)OCO5)cnc32)cc1	3	2
Cc1cc(C[n+]2ccccc2)c2nsnc2c1	12	5
CC1CCC(C(C)C)C(OC(=O)CSc2nccc(=O)[nH]2)C1 (stereo not given)	8	-1
O=C(COc1ccccc1Br)N1CCN(c2ccccc2)CC1	5	3
CCOc1ccc(N2CSC3=C(C#N)C(c4ccco4)CC(=O)N3C2)cc1 (stereo not given)	5	3
NC(=O)c1nsc(C(=O)N(CC(=O)NCc2ccco2)c2ccccc2F)c1N	6	0
Cc1nc(/C=C/c2ccccc2)cc(/C=C/c2ccccc2)n1	0	-3
CCN(CC)CCCN1C(=O)c2oc3ccccc3c(=O)c2C1c1cccs1 (stereo not given)	-17	23
C=CCOc1c(CNc2nccs2)cccc1OCC	11	-1
CCOC(=O)c1[nH]c2ccc(Cl)cc2c1-c1ccccc1	-15	30
O=C(Oc1cccc(-c2cnc3ccccc3n2)c1)c1ccco1	6	1
Nc1nonc1C(=O)OCC(=O)N1CCOCC1	2	6
CC(C)(CNC(=O)c1cc(=O)[nH]c2ccccc12)N1CCOCC1	-1	-1
COc1ccc(OCC(=O)OCCN(C)C)cc1	9	6
Cn1nnc2cc(C(=O)NCc3ccc4c(c3)OCO4)ccc21	7	-2

SMILES	FXIIa single	FXIa inh
CCc1ccc2c(c1)C1(NN=C(c3cccc4ccccc34)S1)C(=O)N2 (stereo not given)	5	7
CC(NC(=O)C1CCCC1)c1ccc2c(c1)OCCO2 (stereo not given)	5	-2
CCC(CC)C1C(C#N)=C(N)SC(N)=C1C#N	10	-3
Cc1sc2c(c1C)CN(C(C)(C)C)CN2C(=O)c1ccccc1	-1	-6
CCOc1ccc2nc(NC(=O)CN3CCC(n4nnc5cc(C(F)(F)F)ccc54)CC3)sc2c1	2	-2
Cn1c(-c2ccc(F)cc2)cnc1NCc1ccc(C#N)cc1	3	-2
Cc1ccccc1NC(=O)c1ccc(F)c(S(=O)(=O)N2CCN(c3ccccn3)CC2)c1	1	7
CC(=O)COc1ccc2c3c(c(=O)oc2c1)CCCC3	-20	-1
O=C(NC(C(=O)O)c1ccccc1)c1ccccc1 (stereo not given)	2	1
O=C(NCCN1CCOCC1)C1CCN(c2nc3ccccc3o2)CC1	6	-3
C[C@H](CCC(=O)O)[C@H]1CC[C@H]2[C@@H]3C(=O)C[C@@H]4CC(=O)CC[C@]4(C)[C@H]3CC(=O)[C@]12C	5	7
O=S(=O)(Nc1nccs1)c1ccc(Cl)cc1	-9	27
COC(=O)c1ccc2[nH]c(C)cc(=O)c2c1	6	6
Cc1cc(C)cc(OCC(=O)N(Cc2cccs2)C2CCS(=O)(=O)C2)c1 (stereo not given)	0	-4
Cc1ccc(O)c(C(=O)c2cnc3c(c2)COc2ccc(C)cc2-3)c1	9	2

SMILES	FXIIa single	FXIa inh
Cc1cc(SCC(=O)N/N=C/c2ccc(O)c(O)c2)c(C)cc1Br	7	-5
Cn1nnnc1SCC(=O)N1CCN(c2ccc(Cl)cc2)CC1	6	1
Cc1nn(C)c(C)c1CN(C)S(=O)(=O)c1ccc(F)cc1	3	4
O=C(c1cccc(S(=O)(=O)N2CCOCC2)c1)N1CCCCCC1	6	-4
O=C(c1ccc(N2CCNCC2)cc1)c1cccnc1	-1	-3
CC(=O)c1cccc(NC(=O)C2CCN(S(=O)(=O)c3cccs3)CC2)c1	5	-9
O=C(CC(c1ccccc1)c1ccccc1O)NCCN1CCOCC1 (stereo not given)	-16	-2
CCOc1ccc(CCNC(=O)c2cc3sc(Cl)cc3n2C)cc1OCC	6	-10
NC(=O)c1ccsc1NC(=O)COC(=O)Cc1cccc2ccccc12	4	6
Cc1ccc(CNC(=O)c2cn(C3CCCC3)c(=O)c3c2c2ccccc2n3C)o1	9	-4
Cc1oc(C(=O)Nc2ccc(C(=O)O)cc2)cc1COc1ccccc1	6	-4
COc1ccc(CCN2C(=O)C3C4CC(C5C(C(=O)NN)=NOC45)C3C2=O)cc1OC (stereo not given)	-4	0
Cc1cc(C)nc(Nc2ncc(O)n2-c2ccc(C)c(Cl)c2)n1	10	1
O=C(OCC(=O)N1CCN(c2ccccc2)CC1)c1ccccn1	4	-5
CC(=O)c1cccc(NC(=O)N2CCCC2C(=O)Nc2c(C)cccc2C)c1 (stereo not given)	7	4
Cc1n[nH]c(C)c1S(=O)(=O)N1CCC(C(=O)N2CCn3c2nc2ccccc23)CC1	6	-9
O=C(NC1CCC(O)CC1)c1ccc(S(=O)(=O)NCc2ccco2)cc1 (stereo not given)	-10	-8
Cc1cc(F)c(F)c(C(=O)N2CCOCC2)c1	3	-2
O=C1OC(Nc2ccc(Cl)cn2)c2ccccc21 (stereo not given)	4	-2
Cc1c(O)cc2n(c1=O)-c1ccccc1C2(C)C	-2	-5
Cc1ccnc(NC2OC(=O)c3ccccc32)c1 (stereo not given)	6	2
Cc1ccc2cc(C#N)c(N3CCN(C)CC3)nc2c1	1	0
O=C(CN1C(=O)C2CC=CCC2C1=O)NCC1COc2ccccc2O1 (stereo not given)	7	-8
O=c1nc(-c2ccccc2)cc(C(F)(F)F)[nH]1	3	-4
CCC(C)NCC(O)COCc1ccc(Cl)cc1 (stereo not given)	4	-9
COC(=O)c1cn(NC(=O)c2cccnc2)c(=O)c2ccccc12	2	0
CC(C)(C)C1CCC2(CC1)C(Nc1cccc(C(F)(F)F)c1)=NC(=S)N2CC#N (stereo not given)	2	3
CC(=O)NCCc1nc2ccccc2n1Cc1ccc(C)cc1	6	4
O=C(NC1CCCCC1)c1cc2nc3c(c(C(F)(F)F)n2n1)CCCC3	6	1
CCOc1ccccc1N(CC(=O)OC)S(=O)(=O)c1ccccc1	7	3

SMILES	FXIIa single	FXIa inh
Cc1cccc(C)c1NC(=O)CS(=O)CC(=O)Nc1ccc(F)cc1F (stereo not given)	1	-6
COc1ccccc1CNC(=O)c1ccccc1N	2	5
COc1ccc(-c2cc(C(F)(F)F)nc(-n3cncn3)n2)cc1	23	-7
O=C1CC(N2CCN(c3nc4ccccc4s3)CC2)C(=O)N1c1cccc(F)c1 (stereo not given)	4	15
CCCC1C2C(=O)N(c3ccccc3OCC)C(=O)C2ON1c1ccccc1 (stereo not given)	5	0
Cc1ccc(C)c(NC(=O)CN(C)C(=O)CCN2C(=O)c3ccccc3C2=O)c1	8	-3
COc1ccc(C(=O)Cn2nnc(-c3ccccc3NC(=O)C3CCCCC3)n2)cc1	10	5
O=C(c1ccc(F)cc1)N1CCCCC(Sc2nnnn2-c2ccccc2)C1=O (stereo not given)	3	-7
CC1=NN(C(N)=S)C(=O)C1N=Nc1ccccc1C (stereo not given)	9	5
Cc1ccc2nc(-c3ccc(Br)o3)oc(=O)c2c1	-2	33
COc1ccc(OCC(=O)Nc2ccc(S(=O)(=O)N3CCCCCC3)cc2)cc1	6	4
CC1=NOC(=O)/C1=C/c1ccc(-c2ccc(Cl)cc2)o1	9	7
CCCC(=O)N1CC(=O)Nc2ccc(F)cc2C1c1ccccc1 (stereo not given)	2	0
Cc1ccc2nc(N3CCN(S(=O)(=O)c4ccc(C)c(Cl)c4)CC3)c(C#N)cc2c1	-5	-2
O=C(C1=C(O)C(=O)N(c2ncccn2)C1c1ccc(Cl)cc1)c1ccco1 (stereo not given)	7	2
CCN(CC)S(=O)(=O)c1ccc2c(c1)nc(SCC(N)=O)n2-c1ccc(OC)cc1	2	-1
O=C(Oc1ccc2c(c1)OCO2)c1ccc(F)cc1Cl	-16	7
Cc1cccc2nc(CSc3nc4[nH]ncc4c(=O)n3-c3cccc(Cl)c3)cc(=O)n12	17	-3
CC(C)NS(=O)(=O)c1ccc(OCC(=O)NCc2ccccc2)cc1	-16	2
CCc1c(C)c(C#N)c2nc3ccccc3n2c1-n1nc(C)cc1C	5	-1
COc1ccc(C2C(C(=O)N3CCCC3)c3cc(OC)c(OC)cc3C(=O)N2C)cc1 (stereo not given)	3	-4
Cc1cc(C)c(S(=O)(=O)n2cnc3ccccc32)c(C)c1	9	3
O=C(CCS(=O)(=O)c1cccc2nsnc12)NC1CCCCCC1	3	8
Cc1cccc(-c2nc(=S)c3c(o2)CCCC3)c1	14	4
Cc1ccc(N2C(=O)CC(Sc3ncn[nH]3)C2=O)cc1C (stereo not given)	-12	4
Cc1cccc(NC(=O)CCN2C(=O)C3C4C=CC(C4)C3C2=O)c1 (stereo not given)	10	-3
CCCNC(=O)NCCc1ccncc1	5	-2
CCc1cccc2c(C(=O)CSc3nnc(-c4ccoc4C)n3C)c[nH]c12	4	-3
Cn1c(SCC(=O)C(C)(C)C)nnc1-c1ccccn1	4	13
COc1ccc2o/c(=N\O)c(C(=O)Nc3ccccc3OC)cc2c1	1	5

SMILES	FXIIa single	FXIa inh
CCOC(=O)c1[nH]c(C)c(C(=O)N2CCN(C(=O)c3ccco3)CC2)c1C	0	-3
Cc1nn(-c2cccc3cccnc23)c(=O)c2ccccc12	3	9
O=C(NCc1cccnc1)C1COc2ccccc2O1 (stereo not given)	10	-3
CC(C)CN(CC(C)C)c1nnc(NC(=O)Cn2c(=O)oc3ccccc32)s1	5	4
O=C(C1CCCCC1)N1CCCC(c2nc(-c3ccc(F)cc3)no2)C1 (stereo not given)	-1	-8
Cc1ccc(OCCCC(=O)Nc2ccc(N3CCOCC3)cc2)cc1	-12	3
NC(=O)C1CCN(C(=O)c2cnn(-c3ccccc3)c2NC(=O)c2ccco2)CC1	4	-3
Cc1c(Cl)cccc1N=c1c([N+](=O)[O-])nn(-c2ccccc2)n1O	9	-4
CCN(Cc1ccccc1)C(c1ccc(C)cc1)c1nnnn1C(C)(C)C (stereo not given)	-15	15
CCn1c(SCC(=O)Nc2oc(-c3ccccc3)c(-c3ccccc3)c2C#N)nnc1-c1ccncc1	17	7
CCCc1cc(=O)[nH]c(SCc2cccnc2)n1	9	-4
COc1cccc(CN2C(=O)N(C(C)C)C(N(O)C(=O)NC(C)C)C2(C)C)c1OC (stereo not given)	-18	26
CC(C)C(NC(=S)NCc1ccccc1)C(=O)O (stereo not given)	-13	28
O=C(Nc1nc2ccc(S(=O)(=O)N3CCCC3)cc2s1)c1cccs1	5	-3
O=C(N/N=C/C(Br)=C/c1ccccc1)c1n[nH]c2c1CCC2	4	0
Nc1nc(-c2ccccc2)cc(C(F)(F)F)n1	7	4
COc1ccc(C2C3=C(CCCC3=O)Nc3c(-c4ccccc4)c(C)nn32)cc1 (stereo not given)	-6	-10
CCCCC(=O)Nc1ccc(Br)cn1	-7	1
Cc1ccc2[nH]c(=O)c(CN(CCCN(C)C)C(=O)Nc3ccc(Cl)cc3)cc2c1	7	6
Cc1ccc(N2C(=O)CS/C2=C(\C(Cl)=C(Cl)Cl)[N+](=O)[O-])cc1	5	-4
Cc1cccc(NS(=O)(=O)c2ccc(Br)s2)n1	19	0
CSc1ncccc1C(=O)NCc1ccc(C)cc1	4	0
COc1cccc(C2=NOC(C(=O)Nc3ccccc3SC)C2)c1 (stereo not given)	-1	-7
